High-throughput results (PubChem BioAssay)
proCasp3 act – activators of human procaspase-3 D3A mutant, primary screen, biochemical, absorbance, PC-3 D3A mutant, single concentration; Caspase-3 (Homo sapiens), P42574; recombinant procaspase-3 D3A, Ac-DEVD-pNA absorbance 405 nm; activation, % at 8.5 µM; 330,000 compounds, 0.11% hits; AID 463141, 2010;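 active = activation above the mean of all tested compounds plus 3 SD, cut at about 21% in these data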;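 also: 0% = DMSO alone and 100% = DMSO wells spiked with extra 5 µM PC-3 D3A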
Target sequence (P42574 whole entry D9A/D28A/D175A): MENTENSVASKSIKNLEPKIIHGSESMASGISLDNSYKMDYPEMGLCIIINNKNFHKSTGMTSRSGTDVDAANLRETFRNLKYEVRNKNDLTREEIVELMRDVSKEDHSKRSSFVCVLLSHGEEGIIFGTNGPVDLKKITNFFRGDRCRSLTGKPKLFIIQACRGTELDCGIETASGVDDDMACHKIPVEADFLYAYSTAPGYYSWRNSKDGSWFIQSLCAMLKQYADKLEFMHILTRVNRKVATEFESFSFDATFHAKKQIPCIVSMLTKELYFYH
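Assay system – Procaspase-3 D3A mutant · Benchmarks – DMSO low control, extra-enzyme high control · Technique – 405 nm absorbance of p-nitroaniline, reads at 0 and 120 min · Doses – 8.5 µM nominal · Measure – % activation between DMSO and enzyme-spiked controls · Also added – Ac-DEVD-pNA chromogenic peptide substrate · Schedule – 1 h compound preincubation, 2 h substrate hydrolysis at 25 °C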
Fh CTSL1 inh – Fasciola hepatica cathepsin L1 inhibitors, primary screen, counter-screen for PFM18AAP inhibitor project, biochemical, QFRET, fluorogenic peptide substrate. recombinant F. hepatica cathepsin L1, Z-Leu-Arg-MCA fluorescence. inhibition, % at 5.96 µM. 300,000 compounds, 0.49% hits. AID 1906, 2009;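 active = inhibition above the mean of all tested compounds plus 3 SD, set per screening campaign, cut at about 17% in these data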;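 also: 0% = plate median of test compound wells and 100% = 1 µM Z-Phe-Ala-diazomethylketone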
PP5 primary – PP5 phosphatase inhibitors, primary screen, biochemical, fluorescence; Serine/threonine-protein phosphatase 5 (Homo sapiens), P53041; purified PP5c, OMFP substrate fluorescence; inhibition, % at 6.7 µM; 320,000 compounds, 0.18% hits;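 active = inhibition above the campaign's mean inhibition across all tested compounds plus 3 SD, cut at about 9.5% in these data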;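 also: 0% = DMSO only and 100% = 100 µM cantharidin control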
PAFAH2 FP inh – PAFAH2 enzyme inhibitors, primary screen, biochemical, fluorescence polarization, human; 340,000 compounds, 0.99% hits; Platelet-activating factor acetylhydrolase 2, cytoplasmic (Homo sapiens), Q99487; inhibition, % at 3.39 µM; recombinant PAFAH2, FP-rhodamine activity probe; AID 492956, 2010;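 active = inhibition above the mean over all tested compounds plus 3 SD, cut at about 30% in these data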;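 also: inhibitors block probe labeling of enzyme so polarization drops; 0% = enzyme with DMSO and 100% = wells lacking PAFAH2 protein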
PP1 counter – PP1-alpha phosphatase inhibitors, primary screen, counter-screen for PP5 inhibitor project, biochemical, fluorescence, OMFP substrate, single point. Serine/threonine-protein phosphatase PP1-alpha catalytic subunit (Homo sapiens), P62136. inhibition, % at 6.7 µM. 320,000 compounds, 0.9% hits. AID 2235, 2010. purified PP1alpha;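 active = inhibition above the mean inhibition of all tested compounds plus 3 SD, computed separately for each screening campaign, cut at about 15% in these data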
Target sequence (P62136 whole entry, looked up): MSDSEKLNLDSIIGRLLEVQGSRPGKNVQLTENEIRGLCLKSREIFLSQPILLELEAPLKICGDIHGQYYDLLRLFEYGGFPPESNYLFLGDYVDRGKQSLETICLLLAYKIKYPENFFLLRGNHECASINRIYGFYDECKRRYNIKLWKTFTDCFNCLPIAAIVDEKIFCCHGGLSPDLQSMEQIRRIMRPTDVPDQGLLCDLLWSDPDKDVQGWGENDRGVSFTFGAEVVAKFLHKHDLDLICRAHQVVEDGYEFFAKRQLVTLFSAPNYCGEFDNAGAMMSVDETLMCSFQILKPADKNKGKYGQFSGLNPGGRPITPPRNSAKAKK
procasp7 counter – procaspase-7 activators, primary screen, counter-screen for procaspase-3 activator project, biochemical, absorbance, HTS, human; Caspase-7 (Homo sapiens), P55210; recombinant procaspase-7, Ac-DEVD-pNA absorbance 405 nm; D23A/D198A/D206A triple mutant, cannot self-cleave; scale: DMSO 0, 5 µM enzyme 100; activation, % at 8.5 µM; 330,000 compounds, 0.093% hits;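 active = percent activation above the screen-wide mean plus 3 SD, cut at about 25% in these data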
Target sequence (P55210 whole entry D23A/D198A/D206A): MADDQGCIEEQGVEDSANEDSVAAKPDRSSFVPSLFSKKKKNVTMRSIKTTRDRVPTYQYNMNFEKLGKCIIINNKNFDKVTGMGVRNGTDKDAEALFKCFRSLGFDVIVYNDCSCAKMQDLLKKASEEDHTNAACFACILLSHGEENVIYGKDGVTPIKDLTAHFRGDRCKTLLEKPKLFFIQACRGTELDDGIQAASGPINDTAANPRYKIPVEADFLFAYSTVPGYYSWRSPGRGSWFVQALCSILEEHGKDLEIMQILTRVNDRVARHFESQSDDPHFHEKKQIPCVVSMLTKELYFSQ
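buffer or medium = Zinc-free HEPES/NaCl buffer, pH 7.4 | material = Procaspase-7 triple mutant (PC-7 D3A) | input = 2 µM procaspase-7 mutant as dispensed | signal = Epi-absorbance of released pNA at 405 nm, two timepoints | timing = 1 h preincubation, 2 h reaction | replicates = singlicate compound testing | evaluation = % activation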
core dimer inh – inhibitors of HCV core protein dimerization, primary screen, biochemical, TR-FRET, high-throughput | TR-FRET GST/Flag-core106 dimerization, 1536-well | inhibition, % at 5 µM | 300,000 compounds, 0.33% hits;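 active = inhibition above the mean of all tested compounds plus 3 SD, set per screening campaign, cut at about 45% in these data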
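Assay system – GST-tagged and Flag-tagged HCV core protein residues 1-106 · Quantity – core106 proteins, GST 13.5 nM and Flag 17 nM · Benchmarks – unlabelled core106 and no-GST-core106 wells · Read-out basis – percent inhibition of core106 dimerization signal · Detection – time-resolved FRET, ex 340 nm, em 617 and 671 nm · Schedule – 4 h at 22.5 °C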
TPT1 inh – Candida albicans TPT1 enzyme inhibitors, primary screen, biochemical, fluorescence polarization; AID 1962, 2009; 300,000 compounds, 0.81% hits; inhibition, % at 5 µM; recombinant caTPT1, FP RNA substrate dephosphorylation; tRNA 2'-phosphotransferase TPT1 (Candida albicans SC5314);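 active = inhibition above the mean of all tested compounds plus 3 SD, set per screening campaign, cut at about 24% in these data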;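 also: plate controls were DMSO alone for no effect and ferristatin control at 100 nM for full effect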
AHR activator – AHR activators, primary screen, cell-based, luminescence, luciferase reporter, human | Aryl hydrocarbon receptor (Homo sapiens), P35869 | 320,000 compounds, 2.5% hits | activation, % at 5 µM | AHR-responsive luciferase reporter cells; in the data active = activation above about 47%;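 also: 0% = vehicle wells and 100% = reference agonist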
Numbers without * were called inactive.

O=C1C2C3C=CC(C3)C2C(=O)N1c1ccncc1 (stereo not drawn) was read as proCasp3 act 3, Fh CTSL1 inh 4, PP5 primary -2.3, PAFAH2 FP inh 6, PP1 counter 0, procasp7 counter 5, core dimer inh 0, TPT1 inh 4 and AHR activator 0.
CCn1c(C)nc2cc(C(=O)NNC(=O)CCC3CCCC3)ccc21 was read as proCasp3 act 8, Fh CTSL1 inh 1, PP5 primary 4.7, PAFAH2 FP inh 5, PP1 counter 1, procasp7 counter -11, core dimer inh 2, TPT1 inh -1 and AHR activator 8.
Screening Cc1c(C(=O)NC2CCN(Cc3ccccc3)C2)oc2ccc(Br)cc12 (stereo not drawn) returned proCasp3 act 2, Fh CTSL1 inh 0, PP5 primary -0.7, PAFAH2 FP inh -13, PP1 counter 0, procasp7 counter 12, core dimer inh 6, TPT1 inh -1 and AHR activator 1.
Screening Cc1cc(C)n(-c2ccc(C(=O)Nc3nnc(C4CC4)s3)cc2)n1 returned proCasp3 act 3, Fh CTSL1 inh 8, PP5 primary 0.0, PAFAH2 FP inh 4, PP1 counter -10, procasp7 counter -6, core dimer inh -14, TPT1 inh 0 and AHR activator 6.
Cc1cc(=O)oc2cc(NC(=S)NNC(=O)c3c(Cl)cnn3C)ccc12 was read as proCasp3 act 0, Fh CTSL1 inh 3, PP5 primary 0.7, PAFAH2 FP inh 3, PP1 counter 0, procasp7 counter -4, core dimer inh -3, TPT1 inh -3 and AHR activator 30.
Screening Cc1ccc(CNS(=O)(=O)/C=C/c2ccc3c(c2)OCO3)cc1 returned proCasp3 act 4, Fh CTSL1 inh 0, PP5 primary 4.0, PAFAH2 FP inh -14, PP1 counter 0, procasp7 counter 11, core dimer inh 4, TPT1 inh 2 and AHR activator 0.
For Cc1cccc(N2CCN(C(=O)C3CCCN(S(=O)(=O)c4c(C)noc4C)C3)CC2)c1C (stereo not drawn) the results were proCasp3 act 7, Fh CTSL1 inh 5, PP5 primary 2.5, PAFAH2 FP inh -2, PP1 counter 1, procasp7 counter 16, core dimer inh 20, TPT1 inh -2 and AHR activator -1.
`CC12CCC(C(=O)NNc3ccccc3)(C(=O)C1=O)C2(C)C` (stereo not drawn) gave proCasp3 act 5, Fh CTSL1 inh -2, PP5 primary 2.6, PAFAH2 FP inh 2, PP1 counter -3, procasp7 counter 2, core dimer inh -2, TPT1 inh -1 and AHR activator 4.
CN(C)CCCN(C(=O)c1ccco1)c1nc2ccc(F)cc2s1 was read as proCasp3 act -1, Fh CTSL1 inh 2, PP5 primary -0.7, PAFAH2 FP inh -2, PP1 counter -1, procasp7 counter 7, core dimer inh 0, TPT1 inh 4 and AHR activator 0.
Cc1cccc(-c2nnn(Cc3nnc(NC(=O)c4ccccc4)s3)n2)c1 was read as proCasp3 act 2, Fh CTSL1 inh 2, PP5 primary -0.4, PAFAH2 FP inh -5, PP1 counter -1, procasp7 counter 5, core dimer inh 12, TPT1 inh -2 and AHR activator 4.

2 consecutive records from above, for reference:
O=C1C2C3C=CC(C3)C2C(=O)N1c1ccncc1 (stereo not drawn) was read as proCasp3 act 3, Fh CTSL1 inh 4, PP5 primary -2.3, PAFAH2 FP inh 6, PP1 counter 0, procasp7 counter 5, core dimer inh 0, TPT1 inh 4 and AHR activator 0.
CCn1c(C)nc2cc(C(=O)NNC(=O)CCC3CCCC3)ccc21 was read as proCasp3 act 8, Fh CTSL1 inh 1, PP5 primary 4.7, PAFAH2 FP inh 5, PP1 counter 1, procasp7 counter -11, core dimer inh 2, TPT1 inh -1 and AHR activator 8.

Two records drawn at random from the list so far, as already listed:
Screening Cc1ccc(CNS(=O)(=O)/C=C/c2ccc3c(c2)OCO3)cc1 returned proCasp3 act 4, Fh CTSL1 inh 0, PP5 primary 4.0, PAFAH2 FP inh -14, PP1 counter 0, procasp7 counter 11, core dimer inh 4, TPT1 inh 2 and AHR activator 0.
CCn1c(C)nc2cc(C(=O)NNC(=O)CCC3CCCC3)ccc21 was read as proCasp3 act 8, Fh CTSL1 inh 1, PP5 primary 4.7, PAFAH2 FP inh 5, PP1 counter 1, procasp7 counter -11, core dimer inh 2, TPT1 inh -1 and AHR activator 8.

(continued)
`CN(C)S(=O)(=O)c1cccc(C(=O)N(Cc2ccc(F)cc2)Cc2ccco2)c1` gave proCasp3 act 7, Fh CTSL1 inh 1, PP5 primary 3.5, PAFAH2 FP inh 7, PP1 counter 2, procasp7 counter -1, core dimer inh 7, TPT1 inh -2 and AHR activator 1.
COCCCNc1nc2ccccc2nc1NS(=O)(=O)c1ccc(C)cc1 was read as proCasp3 act 9, Fh CTSL1 inh 1, PP5 primary -1.7, PAFAH2 FP inh -2, PP1 counter 2, procasp7 counter 5, core dimer inh 5, TPT1 inh 2 and AHR activator 2.
For O=C(Nc1ccccc1Cl)c1cnccn1 the results were proCasp3 act 10, Fh CTSL1 inh -3, PP5 primary 1.8, PAFAH2 FP inh -8, PP1 counter 0, procasp7 counter 6, core dimer inh -4, TPT1 inh -3 and AHR activator -4.
For Cc1cnc(C(=O)OCC(=O)NCc2ccc3c(c2)OCO3)cn1 the results were proCasp3 act 10, Fh CTSL1 inh -10, PP5 primary 1.1, PAFAH2 FP inh -2, PP1 counter 2, procasp7 counter -4, core dimer inh 3, TPT1 inh 0 and AHR activator -1.
COC(=O)C1=C[C@@H](C(=O)OC)[C@@H]2C3=C(C(=O)[C@]2(C)NC(=O)c2ccccc2)[C@H](C)n2c(=O)n(C)c(=O)n2[C@@H]3C1 was read as proCasp3 act -9, Fh CTSL1 inh 0, PP5 primary 0.2, PAFAH2 FP inh -2, PP1 counter 1, procasp7 counter 8, core dimer inh 1, TPT1 inh 0 and AHR activator -1.
Screening Cc1nn(C)c(Cl)c1C(=O)NCC(=O)Nc1ccc(C(C)C)cc1 returned proCasp3 act -6, Fh CTSL1 inh 7, PP5 primary -0.2, PAFAH2 FP inh -8, PP1 counter -2, procasp7 counter 11, core dimer inh -1, TPT1 inh 0 and AHR activator 8.
`Cn1c(NCCCO)nc2ccccc21` gave proCasp3 act -5, Fh CTSL1 inh 2, PP5 primary -1.2, PAFAH2 FP inh 10, PP1 counter -1, procasp7 counter 12, core dimer inh 0, TPT1 inh -3 and AHR activator 3.
O=S(=O)(c1ccc2ccccc2c1)N1CCN(C2Cc3ccccc3C2)CC1 was read as proCasp3 act 5, Fh CTSL1 inh -6, PP5 primary 3.3, PAFAH2 FP inh 4, PP1 counter 4, procasp7 counter -5, core dimer inh -2, TPT1 inh -1 and AHR activator -3.
For CCOC(=O)c1[nH]c2cc3c(cc2c1NC(=O)CN1CCN(CCO)CC1)OCO3 the results were proCasp3 act -5, Fh CTSL1 inh 2, PP5 primary -0.3, PAFAH2 FP inh 9, PP1 counter -7, procasp7 counter 3, core dimer inh 5, TPT1 inh -1 and AHR activator 22.
Screening O=C(CCc1nc2ccccc2[nH]c1=O)OCC(=O)c1ccc(Cl)cc1 returned proCasp3 act 2, Fh CTSL1 inh -5, PP5 primary -0.8, PAFAH2 FP inh -3, PP1 counter -2, procasp7 counter -8, core dimer inh -12, TPT1 inh -5 and AHR activator -1.

Reprinted from the part before: 2 compounds, followed by the next part.
For CCOC(=O)c1[nH]c2cc3c(cc2c1NC(=O)CN1CCN(CCO)CC1)OCO3 the results were proCasp3 act -5, Fh CTSL1 inh 2, PP5 primary -0.3, PAFAH2 FP inh 9, PP1 counter -7, procasp7 counter 3, core dimer inh 5, TPT1 inh -1 and AHR activator 22.
Screening O=C(CCc1nc2ccccc2[nH]c1=O)OCC(=O)c1ccc(Cl)cc1 returned proCasp3 act 2, Fh CTSL1 inh -5, PP5 primary -0.8, PAFAH2 FP inh -3, PP1 counter -2, procasp7 counter -8, core dimer inh -12, TPT1 inh -5 and AHR activator -1.
`CC(C)(C)OC(=O)N1CCCC1C(=O)O` (stereo not drawn) gave proCasp3 act -4, Fh CTSL1 inh 1, PP5 primary 0.8, PAFAH2 FP inh -2, PP1 counter 1, procasp7 counter 1, core dimer inh 0, TPT1 inh 0 and AHR activator -1.
Cc1ccc(-c2noc(CCC(=O)Nc3ccc4c(c3)OCO4)n2)cc1 was read as proCasp3 act 2, Fh CTSL1 inh -1, PP5 primary -1.0, PAFAH2 FP inh -6, PP1 counter -1, procasp7 counter 9, core dimer inh 4, TPT1 inh -1 and AHR activator 3.
For Cn1nc(C(=O)Nc2nc3ccccc3[nH]2)c2ccccc2c1=O the results were proCasp3 act 2, Fh CTSL1 inh 4, PP5 primary 0.5, PAFAH2 FP inh 4, PP1 counter 0, procasp7 counter 4, core dimer inh -1, TPT1 inh 0 and AHR activator 98*.
O=C(NCC(=O)N(c1cccc(F)c1)C(C(=O)NCC1CCCO1)c1ccccc1)c1ccco1 (stereo not drawn) was read as proCasp3 act 0, Fh CTSL1 inh -2, PP5 primary -1.8, PAFAH2 FP inh -5, PP1 counter 2, procasp7 counter -4, core dimer inh -7, TPT1 inh 1 and AHR activator 1.
`CCCN1C2CCCC1CC(NC(=O)c1cccc(Cl)c1)C2` (stereo not drawn) gave proCasp3 act 3, Fh CTSL1 inh -2, PP5 primary 0.7, PAFAH2 FP inh 1, PP1 counter -1, procasp7 counter -1, core dimer inh 7, TPT1 inh 0 and AHR activator 3.
